Assay outcomes (PubChem BioAssay)
GDH-TPI inh: GDH-TPI coupled enzyme inhibition counter-screen; AID 588335; 360,000 compounds, 1.2% hits; GDH-TPI coupled enzyme counterscreen, NADH absorbance; inhibition, % at 4.8 µM;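 further: 0% = DMSO wells and 100% = wells lacking the enzyme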
BioA inh: blocks M. tuberculosis BioA enzyme activity | purified M. tuberculosis BioA enzyme, plate reader | inhibition, % at 9.99 µM | 360,000 compounds, 0.096% hits | AID 602481; in the data active means inhibition above about 40%; inconclusive means no clear call, values can overlap the other calls
VHR inh abs: blocks human VHR1 dual specificity phosphatase | 290,000 compounds, 0.52% hits | P51452 | inhibition, % at 13.3 µM | recombinant VHR phosphatase, pNPP absorbance; in the data active means inhibition above about 50%; further: some compounds called inactive have numbers as strong as hits
Target sequence (P51452 whole entry, looked up): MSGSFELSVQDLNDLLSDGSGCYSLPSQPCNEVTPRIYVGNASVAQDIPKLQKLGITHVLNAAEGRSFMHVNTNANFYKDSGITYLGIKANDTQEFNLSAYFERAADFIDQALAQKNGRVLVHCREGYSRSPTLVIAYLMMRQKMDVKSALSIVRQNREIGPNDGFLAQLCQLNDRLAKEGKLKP
UGM FP inh: Mtb UDP-galactopyranose mutase inhibition | P9WIQ1 | inhibition, % at 10 µM | 320,000 compounds, 0.06% hits | purified UGM, fluorescence polarization probe displacement; in the data active means inhibition above about 10%, passing the limit was not always enough; inconclusive means no clear call, values can overlap the other calls
FadD28 binding: M. tuberculosis FadD28 bisubstrate binding inhibition. FadD28 bisubstrate probe binding, fluorescence polarization. inhibition, % at 12.5 µM. 360,000 compounds, 0.22% hits. AID 588549; in the data active means inhibition above about 8.5%, passing the limit was not always enough; inconclusive means no clear call, values can overlap the other calls
BoNT F protease: inhibitors of Botulinum neurotoxin F light chain protease; Multiplex microsphere protease cleavage assay, flow cytometry; inhibition, % at 10 µM; 360,000 compounds, 0.22% hits; in the data active means inhibition above about 35%, passing the limit was not always enough; inconclusive means no clear call, values can overlap the other calls; further: plate controls were buffer without enzyme for full effect and enzyme alone for no effect
MazF activator: MazEF (E. coli) toxin RNase activation; P0AE70; FAM/BHQ RNA-DNA oligo cleavage fluorescence, 5 h; activation, % at 20 µM; 350,000 compounds, 0.32% hits; AID 504720; in the data active means activation above about 50%
Target sequence (P0AE70 whole entry, looked up): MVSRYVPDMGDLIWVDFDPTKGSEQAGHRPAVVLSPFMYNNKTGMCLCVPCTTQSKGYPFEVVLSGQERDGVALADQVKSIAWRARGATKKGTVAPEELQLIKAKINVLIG
Rv3671c protease: inhibits the M. tuberculosis serine protease Rv3671c; P9WHR9; inhibition, % at 5.96 µM; 320,000 compounds, 0.048% hits; in the data active means inhibition above about 38%;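 further: extracellular domain of Rv3671c used as enzyme; 0% = enzyme with DMSO and 100% = no enzyme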
Target sequence (P9WHR9 whole entry, looked up, the tested form may be a part): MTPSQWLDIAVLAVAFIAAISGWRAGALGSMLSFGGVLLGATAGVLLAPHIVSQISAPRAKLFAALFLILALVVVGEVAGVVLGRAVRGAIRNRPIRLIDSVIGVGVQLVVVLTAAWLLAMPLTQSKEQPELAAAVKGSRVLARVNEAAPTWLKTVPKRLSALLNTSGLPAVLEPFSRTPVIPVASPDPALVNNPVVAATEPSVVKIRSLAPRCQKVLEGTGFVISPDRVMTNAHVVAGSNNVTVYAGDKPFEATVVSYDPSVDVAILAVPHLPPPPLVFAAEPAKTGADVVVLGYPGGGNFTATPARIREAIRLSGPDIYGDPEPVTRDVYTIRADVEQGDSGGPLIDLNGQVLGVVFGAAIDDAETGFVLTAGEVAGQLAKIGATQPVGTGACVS
FBA Mtb inh: inhibits M. tuberculosis FBA enzyme; inhibition, % at 1 µM; P9WQA3; 360,000 compounds, 2.3% hits; purified M. tuberculosis FBA, fluorescence read-out; in the data active means inhibition above about 27%;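 further: 0% = vehicle and 100% = reference inhibitor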
Target sequence (P9WQA3 whole entry, looked up): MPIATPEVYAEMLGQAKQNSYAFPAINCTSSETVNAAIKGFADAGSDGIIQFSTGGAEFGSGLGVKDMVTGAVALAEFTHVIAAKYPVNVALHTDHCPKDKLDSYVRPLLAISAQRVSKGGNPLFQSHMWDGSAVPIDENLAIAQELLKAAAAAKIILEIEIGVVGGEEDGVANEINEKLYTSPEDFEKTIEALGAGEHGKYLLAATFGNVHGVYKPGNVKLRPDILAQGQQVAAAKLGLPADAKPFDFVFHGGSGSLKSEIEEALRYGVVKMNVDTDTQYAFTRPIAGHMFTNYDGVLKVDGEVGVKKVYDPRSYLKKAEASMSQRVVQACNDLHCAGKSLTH
CCHFV vOTU inh: blocks the CCHF virus ovarian tumor domain protease; 370,000 compounds, 0.55% hits; AID 651958; inhibition, % at 11.5 µM; CCHFV vOTU protease, Pep-AMC fluorescence; further: 0% = vehicle wells with enzyme and 100% = no enzyme wells
Numbers without * were called inactive; ? = inconclusive; / = no result given; + = active, no number; & = joins results of further samples. Unless noted, no stated cut-off is given here; in the data, active means inhibition above about 30%; inactive means the rest.

SMILES	GDH-TPI inh	BioA inh	VHR inh abs	UGM FP inh	FadD28 binding	BoNT F protease	MazF activator	Rv3671c protease	FBA Mtb inh	CCHFV vOTU inh
O=C1c2ccccc2S(=O)(=O)N1CC(O)Cn1c2ccccc2c2ccccc21 (stereo not drawn)	15.7	0.4	1.0	0.7	-3.6	15.6	1.5	-15.7	21.2	9.2
C=CCNC(=O)C1=NOC(CNC(=O)c2c(-c3ccccc3Cl)noc2C)C1 (stereo not drawn)	0.0	-0.2	-12.6	1.2	-3.3	-3.0	11.1	3.0	0.3	2.6
CCN(CC(=O)Nc1c(F)cccc1F)C(=O)CSCc1ccc(C)cc1	0.9	0.3	/	/	-0.7	-3.4	-7.0	/	-2.4	10.7
O=C(Nc1cccc(O)c1)N1CCOCC1	-9.5	1.3	-17.6	-1.4	-2.6	2.8	0.1	1.9	1.8	8.7
Cc1ccc(C)c(S(=O)(=O)Nc2nc(C)c(C(=O)Nc3ccccc3)s2)c1	19.9	0.8	18.0	0.3	3.7	4.2	-4.7	-4.7	0.4	10.4
COc1ccccc1CN1C2CCCC1CC(NC(=O)/C=C/c1ccccc1)C2 (stereo not drawn)	-1.3	/	10.3	-0.8	0.4	-0.9	15.4	-3.3	2.8	-2.7
FC(F)(F)c1ccc2c(c1)nc1n2CCCC1	2.5	-1.5	6.8	-0.7	-1.2	-3.2	-2.1	0.5	-5.5	0.5
N#Cc1cc(-c2ccccc2)cnc1Cl	2.5	/	1.8	0.5	-0.6	5.2	0.5	-1.9	3.4	-1.6
NS(=O)(=O)c1ccc(NC(=O)COC(=O)c2ccc3c(c2)OCCO3)cc1	-1.9	-0.6	9.1	/	-0.3	-0.2	0.3	2.8	1.7	-2.4
O=C(c1ccc(COc2c(F)c(F)c(F)c(F)c2F)o1)N1CCOCC1	11.2	-0.4	2.4	-1.5	-0.8	1.9	-0.1	4.4	3.0	-4.6
O=C(Nc1ccccc1)Nc1nnc(-c2ccccc2)s1	1.5	-0.8	26.9	-0.8	-0.5	2.1	-11.9	1.1	3.2	0.9
COc1cccc(NC(=O)CN(C)C(=O)c2cccnc2Sc2ccc(C)c(C)c2)c1	1.4	/	/	-2.7	-0.4	-9.1	-0.5	-3.5	0.7	5.0
CC12COC3(C(=O)Nc4ccccc4)CC1CCC32C (stereo not drawn)	-0.9	-1.6	15.1	0.8	0.9	-1.1	10.7	2.6	3.9	1.5
CC1CCCN(C(=O)CN2C3CCC2CC(O)(c2ccc(F)cc2)C3)C1 (stereo not drawn)	1.0	/	4.8	-2.3	-1.5	-3.6	3.5	-4.6	-6.8	7.3
COc1ccccc1C(=O)Nc1c2c(nn1-c1ccc([N+](=O)[O-])cc1)CS(=O)(=O)C2	0.8	-1.1	-7.2	0.1	0.3	-3.4	6.0	5.0	2.3	8.6
C[C@H](CO)N1C[C@H](C)[C@@H](CN(C)C(=O)NC2CCCCC2)Oc2ccc(NC(=O)Cc3ccccc3)cc2C1=O	2.7	-0.6&0.4	/	1.1	-2.1	-1.6	3.8	-10.2	-1.6	-6.8
CCCCNC(=O)N(O)C1N(/N=C/c2cccs2)C(=S)SC1(C)C (stereo not drawn)	22.1	/	-6.7	-0.2	-3.1	-9.8	-10.1	0.6	-3.6	-1.7
CC[C@@H](NS(=O)(=O)c1ccc(C)cc1)C(=O)Oc1ccc2c3c(c(=O)oc2c1)CCC3	4.4	/	4.7	/	-2.1	-3.0	8.1	2.1	+	-309.7
N#Cc1ccc(COc2ccc(CCO)cc2-n2nc3ccccc3n2)cc1	-1.9	3.0	23.2	0.0	-5.4	1.8	0.6	-3.9	5.2	13.4
CCOC(=O)c1nc(Nc2ccc(OC)cc2)c2ccccc2n1	29.8	12.7	/	2.2	0.7	-0.7	4.3	2.8	4.4	/
O=S(=O)(NC1CCCCC1NS(=O)(=O)c1ccc(F)cc1)c1ccc(F)cc1 (stereo not drawn)	5.3	0.1	7.2	1.3	-1.1	-2.5	5.1	-10.4	1.0	-6.0
N#Cc1cc2c(nc1SCc1ccc(Cl)nc1)CCCCC2	5.3	-1.3	-0.1	-0.2	?	-2.4	-4.6	7.8	-0.9	-0.4
O=C(O)CCCNC(=O)c1ccccn1	-1.9	/	20.1	-0.2	-0.2	4.6	-7.7	-8.6	4.3	-3.0
Cc1c(NC(=O)C(C)OC(=O)c2c3c(nc4ccccc24)CCC3)c(=O)n(-c2ccccc2)n1C (stereo not drawn)	1.5	/	-12.5	/	-2.2	-7.6	-10.0	-2.9	3.4	-8.3
CCOc1cc(CNn2cnnc2)cc(Br)c1OCC(=O)NC1CCCCC1	9.1	-2.3	22.3	0.2	-2.0	?	-2.5	-3.3	-2.1	8.6

A stretch from the list above, as a working copy:
SMILES	GDH-TPI inh	BioA inh	VHR inh abs	UGM FP inh	FadD28 binding	BoNT F protease	MazF activator	Rv3671c protease	FBA Mtb inh	CCHFV vOTU inh
Cc1c(NC(=O)C(C)OC(=O)c2c3c(nc4ccccc24)CCC3)c(=O)n(-c2ccccc2)n1C (stereo not drawn)	1.5	/	-12.5	/	-2.2	-7.6	-10.0	-2.9	3.4	-8.3
CCOc1cc(CNn2cnnc2)cc(Br)c1OCC(=O)NC1CCCCC1	9.1	-2.3	22.3	0.2	-2.0	?	-2.5	-3.3	-2.1	8.6

The listing continues:
SMILES	GDH-TPI inh	BioA inh	VHR inh abs	UGM FP inh	FadD28 binding	BoNT F protease	MazF activator	Rv3671c protease	FBA Mtb inh	CCHFV vOTU inh
CC(=O)c1cccc(CN2CCCC(C(=O)Nc3ccc(-c4ccco4)cc3)C2)c1 (stereo not drawn)	2.1	-2.8	1.8	-0.4	-2.3	7.0	-5.0	-11.1	-0.7	16.2
CCn1c2ccccc2c2cc(N=C3SC(CC(=O)Nc4ccccc4OC)C(=O)N3C)ccc21 (stereo not drawn)	-4.0	/	27.0	1.3	-1.3	-2.6	-11.3	0.5	1.1	8.1
COCCNC(=O)c1cc2c(c(-c3cccc(C#CC(C)(C)O)c3)n1)[C@@H](CCO)N(S(=O)C(C)(C)C)C2 (stereo partly drawn)	/	-2.0	/	/	1.2	-14.4	/	/	1.2	22.1
Cc1nc(NC(=O)CSc2nnc(C3CC3)n2N)c(Cl)cc1Cl	-5.7	-2.4	/	0.5	0.4	-6.9	-0.3	-0.3	3.9	-3.7
N#Cc1c(N)n(-c2ccc(O)cc2)c2nc3ccccc3nc12	1.9	/	2.0	0.4	-5.7	2.1	3.3	4.5	0.1	13.6
CC(C)(C)C(=O)Nc1ccc(C(=O)Nc2cc(NC(=O)c3ccc(NC(=O)C(C)(C)C)cc3)cc(C(=O)O)c2)cc1	0.0	0.1	3.5	1.6	-14.0	?	-8.5	-8.5	0.0	6.1
CCOC(=O)C1(C(C)(C)CC)CC(CSc2nc3ccccc3[nH]2)OC1=O (stereo not drawn)	-6.9	1.1	0.0	1.9	-5.2	-7.5	-0.2	-6.8	-1.9	4.7
CC(C)(C)OC(=O)NCCc1onc(-c2ccc([N+](=O)[O-])cc2)c1C(=O)O	-0.5	-0.2	/	/	0.4	-8.9	-0.9	/	2.3	3.4
O=C(C1=C[C@@H](c2ccc(C(F)(F)F)cc2)C[C@@H](OCCCCO)O1)N1CCOCC1	0.0	0.3	10.3	0.4	-3.1	-10.9	-2.5	4.3	-2.1	-0.3
CCOP(=O)(Nc1cccc2oc(=O)c3ccccc3c12)OCC	3.2	-0.2	/	/	-6.5	0.8	10.4	/	116.3*	-112.7
O=C(CCC(=O)N1CCN(c2ccccc2F)CC1)c1ccc(F)cc1	7.5	-1.0	20.4	-0.1	-3.7	-1.5	5.5	9.4	3.0	-11.7
COc1ccc(N2CCN(CCCn3cnc4c(SC)ncnc43)CC2)cc1	-0.5	-0.4	/	/	0.2	-4.8	4.0	/	1.0	20.0
COCCN(Cc1cc2cc(C)ccc2n2nnnc12)C(=S)Nc1ccc(C)cc1	-1.3	/	13.1	-1.7	0.2	1.1	-1.4	-1.3	3.7	-1.0
CCCCN1C[C@H](CSC)[C@@H](CC(=O)Nc2ccc(Br)cc2)C1=O	0.0	-1.8	/	/	-3.1	-2.8	4.8	/	3.0	2.4
O=C(NC(O)C(=O)c1ccccc1)c1ccccn1 (stereo not drawn)	6.6	-1.1	-15.3	1.3	-2.6	-6.2	9.9	0.0	-0.6	-3.4
CN(CC(=O)Nc1cccc(F)c1)C(=O)CSc1nc2ccccc2s1	-2.1	/	/	-1.3	-2.4	6.7	-2.9	6.9	2.0	4.7
Cc1ccc2c(c1)C1CN(C)CCC1N2S(=O)(=O)c1cc(C(F)(F)F)ccc1Cl (stereo not drawn)	13.2	-0.2	/	-1.6	-3.0	2.8	4.6	-2.8	3.6	-4.7
O=C(CN1CCN(S(=O)(=O)c2ccc(Cl)cc2)CC1)Nc1ccc2c(c1)OCCO2	-11.0	0.1	17.6	0.5	-4.8	-6.2	2.7	-5.0	1.2	5.1
Cc1ccc(NC(=O)c2cnccn2)c(Br)c1	8.4	2.2	-3.8	0.1	1.6	?	10.9	-6.4	1.3	-16.9
O=C(c1cccs1)n1nc(-c2ccccc2)nc1NCc1ccco1	-1.2	-1.2	13.3	-0.1	-1.5	-13.3	-0.4	-3.3	1.4	5.6
COc1ccc(OCC(=O)Nc2c(Cl)ccc3nsnc23)cc1	6.4	-0.8	-5.6	-0.9	-3.0	-0.1	-7.3	/	-1.2	3.4
Cc1nn(C)cc1CNCc1c(C(=O)N2CCCCC2)nc2c(C)cccn12	2.2	/	5.1	2.7	0.7	2.7	5.8	-0.6	0.1	-26.9
CCC(=O)Nc1cccc(-c2ccc(N3CCC(C)CC3)nn2)c1	8.7	-0.4	14.2	-1.4	-3.4	-1.8	8.9	7.5	4.3	-3.9
Cc1nnc(NC(=O)CS(=O)(=O)Cc2ccccc2)s1	12.3	-4.8	43.6	/	-0.3	5.6	-10.4	/	6.1	9.8
CC(=O)C1=C(O)C(=O)N(CCCCCC(=O)O)C1c1ccc(N(C)C)cc1 (stereo not drawn)	9.0	2.3	-10.2	-1.5	-3.3	-4.7	-2.9	-0.2	-0.8	15.2

Entries of single compounds, quoted from the list:
COCCN(Cc1cc2cc(C)ccc2n2nnnc12)C(=S)Nc1ccc(C)cc1 across the screens: GDH-TPI inh: -1.3; BioA inh: /; VHR inh abs: 13.1; UGM FP inh: -1.7; FadD28 binding: 0.2; BoNT F protease: 1.1; MazF activator: -1.4; Rv3671c protease: -1.3; FBA Mtb inh: 3.7; CCHFV vOTU inh: -1.0
CCCCN1C[C@H](CSC)[C@@H](CC(=O)Nc2ccc(Br)cc2)C1=O across the screens: GDH-TPI inh: 0.0; BioA inh: -1.8; VHR inh abs: /; UGM FP inh: /; FadD28 binding: -3.1; BoNT F protease: -2.8; MazF activator: 4.8; Rv3671c protease: /; FBA Mtb inh: 3.0; CCHFV vOTU inh: 2.4

(more compounds)
SMILES	GDH-TPI inh	BioA inh	VHR inh abs	UGM FP inh	FadD28 binding	BoNT F protease	MazF activator	Rv3671c protease	FBA Mtb inh	CCHFV vOTU inh
CN(CC(=O)Nc1cccc(F)c1)C(=O)/C=C/c1ccc(S(=O)(=O)N2CCCCCC2)cc1	8.6	-0.4	/	/	-3.4	2.1	-11.6	/	-3.4	1.6
O=C(NCC(=O)N1CCN(c2ccccc2O)CC1)c1ccc2c(c1)OCO2	-2.4	0.8	12.6	0.4	-2.4	2.5	5.2	7.5	0.1	7.0
O=c1[nH]nc(Cc2ccc(-c3ccc(Cl)cc3)o2)c2ccccc12	15.9	-1.7	23.5	2.0	-1.4	-2.2	11.1	1.3	0.7	-13.2
CCOC(=O)N1CCN(c2c(N3CCN(c4cccc(C)c4C)CC3)c(=O)c2=O)CC1	9.1	-0.2	25.0	/	0.3	-5.1	-9.0	/	0.3	12.4
CC(C)c1[nH]nc2c1C(C1C=CCCC1)C(C#N)=C(N)O2 (stereo not drawn)	2.6	/	-23.7	-0.5	-8.2	?	-3.0	2.2	1.2	10.0
OC(CNCc1ccccc1Cl)COc1ccc(F)cc1 (stereo not drawn)	-11.1	-1.1	-5.1	-2.1	-3.3	-20.7	6.1	2.8	-9.2	10.1
